RECQ1 inh: blocks DNA unwinding by human RECQ1 | RECQ1 DNA unwinding, red fluorescence kinetic read | P46063 | Potency, µM (series often up to 57.3 µM), for inactives: at the top dose activity, negative = inhibition, most hits filed as inhibitors | 240,000 compounds, 0.54% hits;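 further: plate controls were vehicle for no effect and no enzyme for full effect; nearly all actives have a fitted effect of over 30% in size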
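RECQ1T1 50 nM; forked duplex (20 bp + 30-nt ss tails) 200 nM, ATP 2 mM final; pH 8.0, 2 mM MgCl2, 2.5 ug/ml poly(dI-dC); 15 min compound preincubation; discontinuous kinetic read over 2 h at RT.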
L3MBTL1 inh: blocks human L3MBTL1. Q9Y468. AlphaScreen L3MBTL1–H3K9me1 peptide binding. Potency, µM (series often up to 57.1 µM), for the others: at the top dose activity, negative = inhibition, most hits filed as inhibitors. 230,000 compounds, 0.66% hits. AID 485360; further: nearly all actives have a fitted effect of over 60% in size
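L3MBTL1 50 nM + b-AHA-H3(1-15)K9me1 75 nM, 30 min RT; compound added, 30 min RT; streptavidin donor/Ni-chelate acceptor beads 10 ug/mL each final, 30 min RT dark; AlphaScreen read.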
TR SRC2 fluor cs: alters Texas Red total fluorescence, flagging assay interference; TRb/SRC2 Texas Red total fluorescence interference; Potency, µM (series often up to 106 µM), for the others: at the highest dose fluorescence change, negative = quenching; 280,000 compounds, 0.29% hits; AID 1479; active means well fitted curve in either direction with a large enough effect; inconclusive means small, poorly fitted or top-dose-only effect
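Flags fluorescent or light-absorbing compounds by total fluorescence, S + 2P, at 555 nm excitation and 632 nm emission. Mixture: 20 nM Texas Red SRC2 peptide, 0.6 uM human TRb LBD, 1 uM T3, 5% DMSO; compound exposure 5 h at ambient temperature.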
TRb SRC2 PPI: TRbeta-SRC2 interaction inhibition; 280,000 compounds, 0.065% hits; Potency, µM (highest dose often 106 µM), without a hit: at the highest dose activity change, negative = inhibition, most hits filed as inhibitors; TRbeta-SRC2 peptide binding, fluorescence polarization; receptor liganded with 1 µM T3; P10828; AID 1469;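 further: plate controls were bound peptide for no effect and peptide without receptor for full effect; nearly all actives have a fitted effect of over 50% in size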
Target sequence (P10828 whole entry, looked up): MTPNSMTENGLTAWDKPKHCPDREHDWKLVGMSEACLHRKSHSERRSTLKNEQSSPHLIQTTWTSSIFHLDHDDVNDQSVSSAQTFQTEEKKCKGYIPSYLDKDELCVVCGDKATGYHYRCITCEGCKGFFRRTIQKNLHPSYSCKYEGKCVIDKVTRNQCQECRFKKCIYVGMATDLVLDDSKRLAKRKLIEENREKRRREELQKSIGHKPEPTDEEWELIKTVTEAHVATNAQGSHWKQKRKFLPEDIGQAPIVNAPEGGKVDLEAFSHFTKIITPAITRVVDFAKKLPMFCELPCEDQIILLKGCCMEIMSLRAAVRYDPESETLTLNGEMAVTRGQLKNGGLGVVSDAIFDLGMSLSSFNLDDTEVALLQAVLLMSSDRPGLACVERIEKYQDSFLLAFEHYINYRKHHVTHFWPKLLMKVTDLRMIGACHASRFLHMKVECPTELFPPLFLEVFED
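Fluorescence polarization of 20 nM Texas Red SRC2 peptide (20-aa NR interaction domain) bound to 0.6 uM human TRb ligand-binding domain, with 1 uM T3, after 5 hr at ambient temperature; inhibition seen as decreased polarization.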
RGS12 GoLoco inh: blocks human Gai1 binding to RGS12 GoLoco peptide, red readout | P63096 | Gai1:RGS12 GoLoco peptide FP, rhodamine, 10 min | Potency, µM (series often up to 61.6 µM), for inactives: top-dose activity, negative = inhibition, hits mostly inhibitors | 230,000 compounds, 0.44% hits | AID 880; active means well fitted inhibition curve with a large enough effect, not every such curve was filed as active; inactive means no such curve, though single readings can be large or run the other way; further: nearly all actives have a fitted effect of over 30% in size; many of its hits are not listed in these tables
Target sequence (P63096 whole entry, looked up): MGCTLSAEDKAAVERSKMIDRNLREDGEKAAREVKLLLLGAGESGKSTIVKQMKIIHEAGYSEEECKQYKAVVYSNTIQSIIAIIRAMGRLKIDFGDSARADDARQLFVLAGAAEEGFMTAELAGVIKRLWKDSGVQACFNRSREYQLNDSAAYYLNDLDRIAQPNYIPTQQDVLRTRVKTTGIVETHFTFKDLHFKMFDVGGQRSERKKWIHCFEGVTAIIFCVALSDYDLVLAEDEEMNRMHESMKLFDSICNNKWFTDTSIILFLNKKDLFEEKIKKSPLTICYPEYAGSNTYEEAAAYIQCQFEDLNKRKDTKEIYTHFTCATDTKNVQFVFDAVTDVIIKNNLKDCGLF
Tau FP inhib: inhibitors of human tau fibril formation. 280,000 compounds, 0.39% hits. P10636. Potency, µM (doses to about 57.7 µM), for inactives: top-dose activity, negative = inhibition, usual class: inhibitors. K18 P301L tau heparin fibrillization, Alexa594 FP, 6 h. AID 1468; further: nearly all actives have a fitted effect of over 55% in size
Target sequence (P10636 561-689 P618L limits assumed): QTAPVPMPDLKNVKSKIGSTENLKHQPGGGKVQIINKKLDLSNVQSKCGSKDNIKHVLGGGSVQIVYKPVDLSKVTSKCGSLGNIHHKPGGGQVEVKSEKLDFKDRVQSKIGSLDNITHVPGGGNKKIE
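Read-out: fluorescence polarization of Alexa 594-labeled tau (0.24 uM), 555 nm excitation, 632 nm emission. Mixtures held 15 uM unlabeled K18 P301L, compound and 20 uM heparin, pH 7 acetate buffer, incubated 6 hr at 37 C.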
KDM4E inh: inhibitors of human JMJD2E histone demethylase; JMJD2E catalytic domain, FDH-coupled NADH fluorescence (FDH is formaldehyde dehydrogenase); Potency, µM (titrated, usually from 57.1 µM), for inactives: at the highest dose activity change, negative = inhibition, usual class: inhibitors; 230,000 compounds, 1.6% hits; active means well fitted inhibition curve with a large enough effect, not every such curve was filed as active; inconclusive means small, poorly fitted or top-dose-only effect, or another doubt; inactive means no such curve, though single readings can be large or run the other way;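 further: 0% = wells with enzyme and -100% = buffer wells without enzyme; nearly all actives have a fitted effect of over 50% in size; many of its hits are not listed in these tables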
Tau fibril ThT: tau fibrillization inhibition (ThT binding) | P10636 | recombinant tau K18 P301L (four-repeat tau fragment), heparin-induced fibrillization, ThT fluorescence | Potency, µM (highest dose often 57.4 µM), for the others: at the top dose activity, negative = inhibition, actives largely listed as inhibitors | 270,000 compounds, 2.1% hits; further: nearly all actives have a fitted effect of over 55% in size
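Heparin-induced fibrillization of the P301L-mutant K18 repeat-domain fragment of human tau was followed by ThT binding in quantitative high-throughput format.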
The depositor's hits bear a star; i = inactive; ? = inconclusive; . = not tested or not shown; & = joins results of further samples; [ ] = another dose, or the depositor's remark. Unless noted, the call rests on the fitted dose curve; in most records, active means well fitted curve in the direction sought with a large enough effect; inconclusive means small, poorly fitted or top-dose-only effect, or another doubt; inactive means no such curve, though single readings can be large; an effect the other way counts as inactive or inconclusive. Unless noted, on the % scale 0 is the no-effect control and ±100 the full control effect; potency means the concentration at half of the fitted maximal effect. This is a subset; the hit share may differ from the screen's.

Order of values – TR SRC2 fluor cs | RGS12 GoLoco inh | TRb SRC2 PPI | KDM4E inh | Tau fibril ThT | Tau FP inhib | L3MBTL1 inh | RECQ1 inh
Cc1nc2ccc(C(=O)N3c4ccccc4CC3C)cc2s1 (stereo unspecified)
 : 1% | 8% | -4% | 9% | -5% | -3% | -1% | i
CC(=O)c1c(C)[nH]c(C(=O)Nc2cccc(S(=O)(=O)N(C)c3ccccc3)c2)c1C
 : -4% | 9% | -4% | ? | -17% | 28µM* | . | i
CC(C)C(=O)NC(Nc1ccc(S(N)(=O)=O)cc1)C(Cl)(Cl)Cl (stereo unspecified)
 : 1% | -13% | 10% | -5% | 2% | 2% | -3% | 4%
COc1cccc(-n2nnc(S(=O)(=O)c3ccc(C)cc3)c2N)c1
 : -1% | -6% | -3% | -9% | -1% | 10% | . | 0%
Cc1ccccc1N=C1SCC(=O)N1Cc1ccccc1
 : -1% | 3% | -5% | -1% | -16% | -3% | 23% | -3%
C=C(C)C1CC=C(C)/C(=N/NC(=O)c2ccc(NC(=O)c3cccc(C)c3)cc2)C1 (stereo unspecified)
 : 3% | 3% | -1% | -27% | -19% | -11% | 7% | 2%
CCOC(=O)N1CCN(C(=O)c2ccc(CS(=O)(=O)c3c(Cl)cccc3Cl)o2)CC1
 : 2% | -4% | -17% | -3% | 16% | -10% | -3% | i
O=C(/C=C/c1cn(CC(O)CN2CCCCC2)c2ccccc12)c1cccs1 (stereo unspecified)
 : -2% | 48%[activator] | 5% | -10% | 16% | -4% | -2% | 2%
CSC(N)=NCCCC(N)C(=O)O (stereo unspecified)
 : 1% | 3% | 0% | 2% | 0% | -1% | . | i
CC(/C=C1\SC(=S)N(NC(=O)c2cccc(O)c2)C1=O)=C\c1ccccc1
 : 11% | 18% | 14% | ? | 7.1µM* | 14µM* | -23% | ?
O=C(Nc1ccc(Cl)cn1)c1cccc(F)c1
 : 3% | 2% | 2% | 0% | -5% | -1% | 3% | i
Cc1ccc(-c2nnnn2CS(=O)(=O)c2ccccc2)cc1
 : 0% | 3% | -19% | 5% | -10% | 2% | 4% | -1%
COc1ccc(C(=O)N2CCC(C(=O)Nc3ccc(Cl)cc3)CC2)cc1
 : -3% | . | 1% | . | -7% | -16% | . | .
CCc1nnc(NC(=O)Cn2c(=O)oc3ccccc32)s1
 : -1% | -8% | -3% | 8% | -18% | -3% | . | -5%
O=c1c(O)c(Br)ccc2c(Br)c(O)c(O)c(O)c12
 : -16% | -13% | -4% | 7.1µM* | 3.5µM* | 10µM* | . | 3.2µM*
COc1ccc(S(=O)(=O)N2Cc3ccccc3CC2C(=O)Nc2cc(Cl)ccc2Cl)cc1 (stereo unspecified)
 : -27% | . | 1% | . | 9% | ? | . | .
S=C(NCc1ccc(Cl)cc1)NC12CC3CC(CC(C3)C1)C2
 : -2% | 5% | -21% | -3% | -15% | -19% | -9% | -7%
Cc1ccc(C)c(NC(=O)COC(=O)CC2c3ccccc3CCN2S(=O)(=O)c2ccc(F)cc2)c1 (stereo unspecified)
 : -2% | 8% | 1% | 2% | -16% | 1% | 0% | 0%
O=C(NCn1cnccc1=O)c1ccccc1
 : -1% | -1% | -17% | 4% | -3% | -5% | . | -6%
Nc1ccc(-n2nnnc2CN2CCOCC2)cc1
 : 0% | 1% | 4% | 8% | -3% | 3% | 6% | -5%

Random excerpt: 2 records from the list.
Order of values – TR SRC2 fluor cs | RGS12 GoLoco inh | TRb SRC2 PPI | KDM4E inh | Tau fibril ThT | Tau FP inhib | L3MBTL1 inh | RECQ1 inh
O=C(Nc1ccc(Cl)cn1)c1cccc(F)c1
 : 3% | 2% | 2% | 0% | -5% | -1% | 3% | i
COc1ccc(S(=O)(=O)N2Cc3ccccc3CC2C(=O)Nc2cc(Cl)ccc2Cl)cc1 (stereo unspecified)
 : -27% | . | 1% | . | 9% | ? | . | .

(further entries)
Order of values – TR SRC2 fluor cs | RGS12 GoLoco inh | TRb SRC2 PPI | KDM4E inh | Tau fibril ThT | Tau FP inhib | L3MBTL1 inh | RECQ1 inh
Cc1ccc(N2C(=O)[C@@H]3CSC(c4ccc(Cl)cc4)N3C2=O)cc1 (stereo partly specified)
 : 0% | . | -1% | . | -7% | -3% | . | .
Cn1c(=O)c(=O)n(C)c2cc(S(=O)(=O)N3CCN(C4CCCCC4)CC3)ccc21
 : 2% | -14% | -15% | 1% | -2% | -1% | . | -3%
CCc1ccc2nc(N3CCN(C(=O)c4ccco4)CC3)sc2c1
 : -2% | . | -4% | . | ? | -3% | . | .
CC(C)(C)NC(=O)CSc1nnc(-c2ccncc2)n1Cc1ccccc1
 : 1% | 3% | 0% | 4% | -10% | -6% | . | i
CCN(CC)c1ccc(/C=N/NC(=O)c2ccc(O)cc2)cc1
 : -2%&-15% | -9% | 2%&-3% | ? | 3.2µM* | 16% | . | -6%&-3%
CCCCn1c(N)c(S(=O)(=O)c2ccc(C)cc2)c2nc3ccccc3nc21
 : -2% | 11% | -2% | ? | -4% | ? | 30%[activator] | -8%
N#C/C(=C\c1ccc[nH]1)C(=O)NCC1CCCO1 (stereo unspecified)
 : -3% | -1% | 5% | -13% | -1% | 0% | -2% | 11%
Fc1ccc(Nc2c(-c3c[nH]c4ccccc34)nc3ccccn23)cc1
 : -2% | . | -6% | . | -11% | -5% | . | .
CCN(CC)C(=O)/C=C/c1ccc(OC)c(S(=O)(=O)N2CCCCC2)c1
 : 1% | 15% | 6% | 3% | 1% | 3% | . | -3%
CCOc1ccc(CNc2cccc(SC)c2)cc1
 : -3% | 18% | -9% | -26% | 16µM* | -37% | -25% | 7%
COc1ccc(Nc2cc(C(=O)NCCCN3CCN(c4ccccc4F)CC3)c3ccccc3n2)c(OC)c1
 : -1% | . | 1% | . | ? | 5% | . | .
CCOC(=O)c1c[nH]c2c(C(F)(F)F)cccc2c1=O
 : 0% | 6% | -5% | ? | -6% | 0% | 11% | i
CC1=CCC2COC(c3ccc[n+](Cc4ccccc4)c3)C1C2 (stereo unspecified)
 : 2% | -12% | 5% | ? | ? | ? | 0% | -3%
Cc1cccc(-n2c(=O)[nH]c3c(C(N)=O)nc(-c4ccccc4Cl)nc32)c1
 : -5% | 2% | -1% | 1.8µM* | 8% | -8% | -4% | -14%
COc1cccc(-n2ccnc2SCC(=O)Nc2cc(C)on2)c1
 : 0% | 8% | -5% | -10% | 6% | 1% | -9% | i
CC(C)(C)C(=O)Nc1nnc(SCc2ccc(F)cc2)s1
 : -4% | 1% | 8% | 3% | -10% | 5% | . | -11%
CCOC(=O)Cn1nnc2c(sc3nc4c(c(-c5ccccc5)c32)CCC4)c1=O
 : 1% | -2% | -11% | -2% | -8% | -4% | . | 2%
Cc1ccc(Cn2c(=O)n(CC3CCC(C(=O)N4CCOCC4)CC3)c(=O)c3sccc32)cc1 (stereo unspecified)
 : -3% | . | 5% | . | -5% | -2% | . | .
CC(C)CNC(=O)c1cc([N+](=O)[O-])ccc1N1CCOCC1
 : 0% | 5% | -4% | -4% | ? | -3% | -2% | 1%
CCc1ccc(-n2c(SCc3cc(=O)n4cc(Br)ccc4n3)nc3[nH]ncc3c2=O)cc1
 : -3% | 9% | -5% | ? | ? | 3% | . | i
CC(C)(C)NC(=O)C(=O)NNC(=O)c1ccc(C(C)(C)C)cc1
 : 8% | 4% | -1% | -16% | -17% | 1% | 5% | -5%
CCCC1=NN(c2ccc([N+](=O)[O-])cc2)C(=O)/C1=C\N(C)C
 : -5% | -7% | -1% | 1% | ? | 1% | -6% | 2%
CCCn1c(=O)c2c(C(F)(F)F)cc(-c3cccs3)nc2n(CCC)c1=O
 : 0% | 9% | -3% | ? | -3% | -1% | 8% | -5%
CC(C)(C)c1nc[nH]c(=O)c1Br
 : -2% | 15% | -11% | 4% | -12% | 3% | 3% | 2%
Cn1cc(-c2cc3n(n2)CCC(=O)N3CCCC(=O)Nc2ccc(F)cc2F)c2ccccc21
 : -4% | . | -1% | . | ? | -6% | . | .
CCc1ccc(N2C(=O)CC(Cn3nc(C)cc3C)C2=O)cc1 (stereo unspecified)
 : 1% | 4% | 8% | -5% | -3% | 1% | 6% | 9%
Cc1ccc(OCCn2cc(Br)c(=O)[nH]c2=O)cc1
 : 0% | 9% | 12% | 4% | -9% | 4% | 2% | -5%
O=C(Nc1ccc(-c2nc3cc(NC(=O)c4ccccc4Cl)ccc3o2)cc1)c1ccccc1Cl
 : -2% | . | 2% | . | ? | -11% | . | .
CC(=O)OCC1OC(C#Cc2ccc(C(C)(C)C)cc2)C=CC1OC(C)=O (stereo unspecified)
 : -10%[11.2 µM] | . | 4%[11.2 µM] | . | ? | 0%[11.6 µM] | . | i[11.5 µM]
Cc1cccc(NC(=O)Cc2ccc(F)cc2)c1
 : 0% | -9% | 2% | ? | -6% | -9% | . | -10%
Cc1c(Cl)cccc1-c1ccc(C(=O)Nc2ccc3oc(-c4cccnc4)nc3c2)o1
 : -13% | . | -9% | . | ? | -5% | . | .
Cn1c(Cc2ccccc2)nnc1SCc1nc2ccccc2c(=O)[nH]1
 : -6% | 4% | 8% | 1% | 0% | -3% | -15% | 1%
Cc1nnc(NC(=O)CSc2ccccn2)s1
 : -3% | 5% | 2% | 3% | -9% | 9% | 3% | -9%
Cc1ccc(C[C@H](C(=O)O)N2C(=O)c3ccc(C(=O)O)cc3C2=O)c(C)c1
 : -1% | . | -7% | . | . | . | 4% | 2%
N#CC(c1ccc(Cl)cc1)N1CCOCC1 (stereo unspecified)
 : -2% | -4% | 3% | 0% | -5% | -1% | . | -16%
C=CCc1cccc(C2C(C)CCC3C(=O)N4C(CCC(C)C4c4cccc(CC=C)c4)C(=O)N32)c1 (stereo unspecified)
 : -5%[11.2 µM] | . | -1%[11.2 µM] | . | -13%[11.5 µM] | 5%[11.6 µM] | . | 0%[11.5 µM]
O=C(CC12CC3CC(CC(C3)C1)C2)N1CCN(S(=O)(=O)c2cccs2)CC1
 : 0% | -17% | -4% | 4% | -1% | 10% | 7% | 2%
Cc1c(Cl)cccc1NC(=S)NCCCN(C)C
 : -3% | -3% | -4% | -8% | 6% | -5% | -5% | 2%

Screening data (PubChem BioAssay)
